Screens (PubChem)
OPRM1-OPRD1 ag: agonists of human mu-delta opioid receptor heterodimerization; cells, OPRM1-OPRD1 heterodimerization, luminescence; activation, % at 9.3 µM; 340,000 compounds, 0.3% hits; P35372+P41143; in the data active = activation above about 18%;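 note: 0% = vehicle-treated cells and 100% = reference agonist; values of inactives mirror those of a sister screen read the other way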
HTR5A inv ag: counter-screen for OPRM1-OPRD1 inverse agonists: human HTR5A inverse agonism; P47898; HTR5A cell line, luminescence; inhibition, % at 9.3 µM; 340,000 compounds, 0.083% hits; AID 504634; in the data active = inhibition mostly above about 23%, no sharp cut-off; inactive = mostly below about 18%;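 note: 0% = cells with DMSO and 100% = no-cell wells with DMSO; some compounds called inactive have numbers as strong as hits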
DAGLB inh: diacylglycerol lipase beta (human) inhibition | Q8NCG7 | HEK293T DAGLB membrane lysate, EnzChek fluorogenic substrate | inhibition, % at 5.17 µM | 340,000 compounds, 0.059% hits | AID 504411; in the data active = inhibition above about 34%;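 note: 0% = enzyme with vehicle and 100% = wells lacking enzyme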
Target sequence (Q8NCG7 whole entry, looked up): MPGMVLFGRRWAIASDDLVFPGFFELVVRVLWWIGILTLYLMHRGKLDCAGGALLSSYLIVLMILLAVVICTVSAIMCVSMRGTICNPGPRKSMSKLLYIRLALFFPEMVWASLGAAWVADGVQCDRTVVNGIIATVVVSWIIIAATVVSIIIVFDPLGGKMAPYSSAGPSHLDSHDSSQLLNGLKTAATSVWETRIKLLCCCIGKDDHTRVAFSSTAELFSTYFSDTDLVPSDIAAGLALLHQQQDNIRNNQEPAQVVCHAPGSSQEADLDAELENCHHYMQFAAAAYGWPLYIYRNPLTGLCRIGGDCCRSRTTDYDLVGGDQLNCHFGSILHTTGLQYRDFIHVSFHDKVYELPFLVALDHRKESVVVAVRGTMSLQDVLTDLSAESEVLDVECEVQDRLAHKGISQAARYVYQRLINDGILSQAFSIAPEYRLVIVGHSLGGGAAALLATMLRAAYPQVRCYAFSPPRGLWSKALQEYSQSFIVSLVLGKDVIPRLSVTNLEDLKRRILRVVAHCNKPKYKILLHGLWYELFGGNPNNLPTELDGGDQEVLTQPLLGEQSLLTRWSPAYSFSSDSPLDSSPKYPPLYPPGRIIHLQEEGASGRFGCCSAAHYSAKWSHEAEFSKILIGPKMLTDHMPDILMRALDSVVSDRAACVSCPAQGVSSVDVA
V-ATPase pH: regulators of yeast V-ATPase proton transport. S. cerevisiae, pHLuorin cytosolic pH fluorescence. response, % at 10 µM. 350,000 compounds, 0.37% hits; in the data active = response mostly above about 7.3%, no sharp cut-off; inactive = mostly below about 5.4%; note: actives read high; inactives centre near 0; some compounds called inactive have numbers as strong as hits; reference of the scale not given here
PKA-R2B act: activates the human PKA-R2B holoenzyme complex. P22694+P31323. PKA-R2B holoenzyme dissociation, Cy5-IP20 fluorescence polarization; R2B truncated from residue 108, S112A mutant; 0% DMSO only, 100% 113 µM cGMP. activation, % at 11.4 µM. 340,000 compounds, 0.079% hits. AID 504700;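 active = activation above a cutoff set at the mean over all compounds plus 3 SD, cut at about 18% in these data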;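 note: higher means more holoenzyme dissociation and a rise in polarization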
Target sequence (P31323 whole entry, looked up, other chains not shown, the tested form may be a part): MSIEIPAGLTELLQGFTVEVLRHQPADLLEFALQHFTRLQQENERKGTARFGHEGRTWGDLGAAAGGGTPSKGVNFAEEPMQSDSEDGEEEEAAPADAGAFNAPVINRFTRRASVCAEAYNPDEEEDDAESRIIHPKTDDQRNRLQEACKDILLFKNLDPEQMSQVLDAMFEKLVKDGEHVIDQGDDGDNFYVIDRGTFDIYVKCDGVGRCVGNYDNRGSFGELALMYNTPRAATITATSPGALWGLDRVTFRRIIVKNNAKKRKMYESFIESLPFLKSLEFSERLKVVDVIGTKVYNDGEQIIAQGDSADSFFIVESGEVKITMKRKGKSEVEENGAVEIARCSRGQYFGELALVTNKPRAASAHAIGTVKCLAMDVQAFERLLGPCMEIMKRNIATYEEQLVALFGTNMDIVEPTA
Pemphigus Ab inh: inhibitors of pemphigus antibody binding to human desmoglein-3; P32926; DSG3-coupled beads, scFv-anti-DSG3-GFP binding, flow cytometry; stronger effect = lower value; binding (percent of control), % at 10 µM; 310,000 compounds, 0.48% hits;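 active = binding more than 3 SD below its plate's average and above zero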; note: some compounds called inactive have numbers as strong as hits
PKA-R1A activ: activates the PKA-R1A holoenzyme complex | P00514+P68181 | PKA-R1A dissociation, Cy5-IP20 fluorescence polarization; scaled: DMSO 0%, 113 µM cGMP 100% | activation, % at 11.4 µM | 340,000 compounds, 0.083% hits | AID 504707;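 active = percent activation above the mean of all tested compounds plus 3 SD, cut at about 19% in these data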;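 note: higher means more PKAc released from R1A so a rise in polarization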
OPRM1-OPRD1 inv: mu-delta opioid heterodimer inverse agonism. P35372+P41143. AID 504357. inhibition, % at 9.3 µM. cell-based MOR-DOR heterodimer luminescence. 340,000 compounds, 0.21% hits; in the data active = inhibition above about 22%, passing the limit was not always enough;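 note: 0% = cells with DMSO and 100% = wells without cells with DMSO; values of inactives mirror those of a sister screen read the other way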
HTR5A ag ctr: HTR5A agonism, opioid heterodimer counter-screen; HTR5A agonist assay, luminescence, cell-based; activation, % at 9.3 µM; P47898; AID 504692; 340,000 compounds, 0.61% hits; in the data active = activation mostly above about 9.5%, no sharp cut-off; inactive = mostly below about 7.6%;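 note: 0% = cells with vehicle only and 100% = reference agonist; strong numbers were not always called active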
Arrestin-AP2 inh: human beta-arrestin and AP2 interaction inhibition; AID 504490; FITC-arrestin peptide / GST-AP2 beads, flow cytometry; AP2 beta2 appendage carries R879A mutation; inhibition, % at 10 µM; 340,000 compounds, 0.31% hits;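 active = inhibition above a set limit, near 3 SD of compounds lacking own fluorescence, cut at about 54% in these data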;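 note: plate controls were DMSO wells for no effect and 5 µM unlabelled arrestin peptide for full effect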
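Test system: GST-tagged AP2 beta2-adaptin appendage (R879A) on 4 µm glutathione beads; also added: fluorescein-tagged arrestin peptide at 50 nM final; timing: 12 min plus 1 h, RT; signal: flow cytometry, FL1 (488/535 nm); read-out: percent drop in bead-associated FITC signal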
Active calls of the source: *; . = no result given. This is a random part of the collection; about 2.4% have a hit in one of these screens.

SMILES	PKA-R2B act	OPRM1-OPRD1 ag	PKA-R1A activ	Pemphigus Ab inh	V-ATPase pH	HTR5A inv ag	OPRM1-OPRD1 inv	HTR5A ag ctr	Arrestin-AP2 inh	DAGLB inh
CC(C)NC(=O)Nc1cccc2c1O[C@H](CN(C)S(=O)(=O)c1ccc(F)cc1)[C@@H](C)CN([C@H](C)CO)C2=O	-4	-3.4	-4	107	1	-7	16	2	7	-2
Cc1ccc(N2C(=O)c3ccc(C(=O)NCCN4CCOCC4)cc3C2=O)cc1	0	-2.4	-20	89	-2	-3	14	1	-4	-1
CC(C)CN(C(=O)CCCSc1nc2ccccc2[nH]1)c1c(N)n(Cc2ccccc2)c(=O)[nH]c1=O	-11	0.3	-6	100	-1	-11	-2	4	0	1
O=S(=O)(Nc1ncccn1)c1ccc(NC(=S)Nc2ccccc2Cl)cc1	3	-1.6	-4	87	5	1	8	-5	4	-2
COC(=O)[C@@H]1[C@@H](C)N(Cc2ccccc2)C(=O)N[C@H]1c1cccc(C(F)(F)F)c1	-3	1.2	2	99	-14	9	-7	3	27	-4
COc1ccc(/C(C)=N\n2cnnc2)cc1	13	-1.8	5	108	2	-14	10	5	-4	-2
N#CC(=C=[N-])/C=C(\C(=O)c1ccccc1)[n+]1ccccc1	11	-2.7	-3	109	-1	-18	14	1	-8	3
CCN1CCN(c2ccc(NC(=O)CC3OC(=O)c4ccccc43)cc2C)CC1 (configuration not stated)	8	.	-11	94	-2	.	.	.	.	-2
COc1ccc(N2CCN(C(=O)COC(=O)CNC(=O)c3cccc(OC(F)F)c3)CC2)cc1	-2	-3.0	1	.	0	14	12	2	-6	-1
Cc1ccc(S(=O)(=O)NC(C(=O)N2CCOCCOCCOCC2)C(C)C)cc1 (configuration not stated)	7	-1.6	-1	.	-4	7	10	1	44	0
Cc1ccc(-c2nnc(OCc3nc4ccccc4n3C)c3ccccc23)cc1	-8	-2.0	-18	100	5	18	10	4	8	-1
Cc1cccnc1NC(=O)C1CC(=O)N(c2ccc3c(c2)OCCO3)C1 (configuration not stated)	-10	0.6	4	88	-2	15	-4	3	-2	4
Cc1cccc(OCCNS(=O)(=O)c2ccc(Cl)cc2)c1	2	6.5	-8	112	-2	-8	-27	3	-6	-5
CN(C[C@@H](Cc1cccc2ccccc12)N(C[C@H](Cc1ccccc1)N(CCc1ccccc1)N=O)N=O)N=O	-14	-2.6	3	93	-2	-38	14	3	4	-8
CCN(CC(=O)Nc1ccc2c(c1)OCO2)S(=O)(=O)c1ccccc1	2	-0.1	-6	.	-4	-2	1	1	15	0
NNC(=O)c1cc2cc(OC(F)(F)F)ccc2[nH]1	6	-0.6	-9	115	-5	-7	3	-6	35	-3
C/C(=N\NC(=O)c1cc(Br)ccc1O)c1ccccn1	-10	-0.1	2	.	4	-5	1	1	8	3
CCOC(=O)NC(=O)CSc1ccc(S(=O)(=O)N2CCCCC2)cn1	-3	1.4	4	105	1	4	-6	-1	-11	-1
CC(C)(COC(=O)Nc1ccccc1)COC(=O)Nc1ccccc1	-9	-2.3	-16	90	-1	-13	11	3	0	-9
COc1ccccc1OCCNC(=O)CN1C(=O)NC2(CCCCC2)C1=O	3	-2.4	8	110	-4	-16	9	2	-7	-1
CC(C)SCCCOc1ccc(C(C)(C)C)cc1	5	0.6	-7	105	6	-5	-3	3	20	-1
Cc1coc2c(C)c3oc(=O)c(CC(=O)N[C@@H](CC(C)C)C(=O)O)c(C)c3cc12	0	-1.1	3	110	6	2	5	-1	40	-7
CC(C)CCNC(=O)NC(=O)CSc1nnc(-c2ccccc2Br)o1	2	5.3	-2	98	-1	-4	-30	2	14	-2
Cc1nc2ccccn2c1/C(O)=C1\C(=O)C(=O)N(CCN(C)C)C1c1cccnc1 (configuration not stated)	6	-2.2	-1	105	0	-5	12	1	-1	-2
O=C(O)Cc1sc(-c2cccnc2)nc1-c1ccc(Br)cc1	-7	1.1	-1	105	-4	10	-7	-4	13	4
CCC(C)(C)NC(=O)CN(Cc1cccs1)C(=O)CNS(=O)(=O)c1ccc(F)cc1	5	-1.6	-9	97	1	13	7	-5	21	5
CSc1nn(-c2ccc(C(=O)OCC(=O)NC(=O)NC(C)C)cc2)c(=S)s1	6	3.5	-1	101	0	-40	-18	8	13	2
Cc1noc(C)c1C(=O)Nc1nc(-c2ccc([N+](=O)[O-])cc2)cs1	-2	0.9	4	115	3	-2	-5	3	-8	-1
Cc1ccc(-c2nc(S(=O)(=O)c3ccccc3)c(SCC(=O)NCC3CCCO3)o2)cc1 (configuration not stated)	3	0.0	-2	.	0	-9	0	-4	11	0
CCc1cc2c(=O)n(Cc3ccco3)c(SCC(=O)NCC3CCCO3)nc2s1 (configuration not stated)	3	-0.2	-13	.	5	6	1	0	47	-2

Given with two lines to a compound: entries from further up
Below each compound – PKA-R2B act	OPRM1-OPRD1 ag	PKA-R1A activ	Pemphigus Ab inh	V-ATPase pH	HTR5A inv ag	OPRM1-OPRD1 inv	HTR5A ag ctr	Arrestin-AP2 inh	DAGLB inh
> Cc1coc2c(C)c3oc(=O)c(CC(=O)N[C@@H](CC(C)C)C(=O)O)c(C)c3cc12
    0	-1.1	3	110	6	2	5	-1	40	-7
> CC(C)CCNC(=O)NC(=O)CSc1nnc(-c2ccccc2Br)o1
    2	5.3	-2	98	-1	-4	-30	2	14	-2
> Cc1nc2ccccn2c1/C(O)=C1\C(=O)C(=O)N(CCN(C)C)C1c1cccnc1 (configuration not stated)
    6	-2.2	-1	105	0	-5	12	1	-1	-2
> O=C(O)Cc1sc(-c2cccnc2)nc1-c1ccc(Br)cc1
    -7	1.1	-1	105	-4	10	-7	-4	13	4
> CCC(C)(C)NC(=O)CN(Cc1cccs1)C(=O)CNS(=O)(=O)c1ccc(F)cc1
    5	-1.6	-9	97	1	13	7	-5	21	5
> CSc1nn(-c2ccc(C(=O)OCC(=O)NC(=O)NC(C)C)cc2)c(=S)s1
    6	3.5	-1	101	0	-40	-18	8	13	2
> Cc1noc(C)c1C(=O)Nc1nc(-c2ccc([N+](=O)[O-])cc2)cs1
    -2	0.9	4	115	3	-2	-5	3	-8	-1
> Cc1ccc(-c2nc(S(=O)(=O)c3ccccc3)c(SCC(=O)NCC3CCCO3)o2)cc1 (configuration not stated)
    3	0.0	-2	.	0	-9	0	-4	11	0
> CCc1cc2c(=O)n(Cc3ccco3)c(SCC(=O)NCC3CCCO3)nc2s1 (configuration not stated)
    3	-0.2	-13	.	5	6	1	0	47	-2

The list goes on:
SMILES	PKA-R2B act	OPRM1-OPRD1 ag	PKA-R1A activ	Pemphigus Ab inh	V-ATPase pH	HTR5A inv ag	OPRM1-OPRD1 inv	HTR5A ag ctr	Arrestin-AP2 inh	DAGLB inh
Cn1cc(/C=N/n2cnc3scc(-c4ccc(Cl)cc4)c3c2=O)c2ccccc21	6	-2.1	0	.	-6	-6	11	-1	3	-1
O=C(CSc1nnc(-c2cccnc2)n1-c1ccccc1)Nc1ccccc1	-7	-3.0	-2	100	1	0	17	1	12	1
CC(C)(C)c1cc(C(=O)NN)n(Cc2ccc(F)cc2)n1	-1	3.0	-3	115	-1	-5	-15	-2	34	-12
Cc1ccc(C)c(N(C)C(=O)CCS(=O)(=O)c2cccc3nonc23)c1	2	1.3	-1	.	-2	-22	-8	9	10	-3
O=C(OCc1nc2ccccc2s1)C1CCN(S(=O)(=O)c2cccs2)CC1	-1	-1.7	-6	108	-5	-54	10	-2	1	-5
Cc1ccc(NC(=O)COC(=O)CN2CCSC2=O)cc1F	4	.	-5	96	1	.	.	.	.	1
COCCNC(=O)/C(C#N)=C/c1c(N2CCN(c3ccccc3)CC2)nc2c(C)cccn2c1=O	1	-3.5	3	105	0	6	16	-2	6	-1
Cc1ccc(C(=O)/C=C2\NCCNC2=O)cc1	5	-0.1	13	111	-2	-44	0	-2	3	-3
O=C(CC1C(=O)NCCN1Cc1cccc(Oc2ccccc2)c1)NCCc1cscn1 (configuration not stated)	1	-2.3	-6	104	1	20	16	-3	4	0
Cc1ccc(N(CC(=O)NCc2cccnc2)S(C)(=O)=O)cc1C	-3	-2.2	-3	108	2	-11	12	1	-8	0
COc1cccc(O)c1CN1CCC(C(=O)Nc2ccc(-c3cccc(C)c3)cc2)CC1	-3	12	3	114	2	-28	-54	8	3	-2
CCOC(=O)C1CCN(C(=O)CN(C)S(=O)(=O)c2cc(C)ccc2OC)CC1	-5	-0.5	2	.	-2	-19	3	8	-1	-1
CCCCCCn1c(CN2CCN(CCO)CC2)nc2c1c(=O)n(C)c(=O)n2C	-3	-1.4	-3	68	0	-44	7	0	1	-1
CN=C1CC(SC)=C1c1ccc(C)cc1	-1	-2.4	-4	107	2	-33	14	3	0	-3
Cc1cc(Cl)ccc1Oc1ncnc2oc(-c3ccccc3)cc12	-1	-1.6	-1	.	1	-33	6	14	8	-8
COc1cc(CC(=O)OCC(=O)Nc2ccc3c(c2)OCCO3)cc(OC)c1OC	-10	0.9	-5	105	-4	2	-7	-1	17	1
CCCc1nc2oc(C(=O)c3ccccc3)c(N)c2c2c1COC(C)(C)C2	-3	-2.2	-2	94	-2	-3	12	0	10	1
Cc1cccc(C)c1OCc1cc(C(=O)N(Cc2nccn2C)C(C)C)no1	-1	0.1	9	107	0	-8	-1	0	-1	3
COc1ccc(CCC(=O)NC2CCCCC2)cc1	3	-0.8	-15	106	2	7	3	-3	-7	0
Cc1ccc(O)c(NC(=O)c2onc(C)c2Cl)c1	-3	-2.3	-10	94	-4	11	13	-3	25	-4
CC(=O)Nc1ccc(NC(=O)COC(=O)Cc2c[nH]c3ccccc23)cc1	-5	-1.1	1	100	-1	-1	5	0	-9	2
CN1CCN(S(=O)(=O)c2cccc(C(=O)NCCC3=CCCCC3)c2)CC1	-4	-0.3	-10	106	4	-18	2	6	17	-3
c1ccc(-c2cc3ncccc3cn2)cc1	6	0.5	-7	97	-2	-37	-3	-6	27	-4
O=C(O)CN1CCN(Cc2ccccc2F)C1=O	-5	-4.2	-13	105	2	-5	21	1	-8	-2
Cc1ccc(S(=O)(=O)NCC(=O)OCC(=O)NCc2ccco2)cc1	-9	-0.7	-5	101	0	-13	3	6	1	1
COC(=O)c1cc(S(=O)(=O)NCC2CCN(Cc3cc(C)ccc3C)CC2)cn1C	3	-0.8	-5	124	2	12	4	-3	-12	1
CNC[C@@H]1OCc2ccccc2-c2c(n(C)c3ccccc23)C(=O)N([C@H](C)CO)C[C@H]1C	10	.	12	.	-5	.	.	.	.	1
